FEN1 inh = human FEN1 inhibition | P39748 | Recombinant FEN1 flap cleavage, fluorescence, 15 min | Potency, µM (doses to about 114 µM), without a hit: at the highest dose activity change, negative = inhibition, most hits filed as inhibitors | 0.35% of 390,000 active | AID 588795; note: nearly all actives have a fitted effect of over 65% in size
Target sequence (P39748 whole entry, looked up): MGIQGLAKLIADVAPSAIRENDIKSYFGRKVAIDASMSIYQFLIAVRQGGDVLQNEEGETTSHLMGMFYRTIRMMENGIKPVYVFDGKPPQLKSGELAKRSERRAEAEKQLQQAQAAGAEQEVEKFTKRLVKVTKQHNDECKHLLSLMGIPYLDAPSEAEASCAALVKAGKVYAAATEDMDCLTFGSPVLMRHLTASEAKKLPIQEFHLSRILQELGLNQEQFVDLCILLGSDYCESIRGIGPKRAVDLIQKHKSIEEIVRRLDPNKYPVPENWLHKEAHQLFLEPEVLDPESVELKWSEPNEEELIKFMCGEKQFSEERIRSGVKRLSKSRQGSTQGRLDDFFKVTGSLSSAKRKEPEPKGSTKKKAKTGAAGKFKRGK
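Nuclease activity of 10 nM FEN1 was measured after 15 min of room-temperature exposure to titrated compounds, by adding 50 nM flap substrate and reading plates at 0 and 15 min.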
N370S GC = inhibitors or activators of N370S glucocerebrosidase for Gaucher disease; P04062; N370S GC spleen homogenate, 4MU-glucoside fluorescence; Potency, µM (doses to about 59.4 µM), inactives show at the top dose activity change, negative = inhibition, usual class: inhibitors; 0.092% of 330,000 active; AID 2101;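 note: 0% = full enzyme activity and -100% = no enzyme basal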
TDP1 block = blocks human tyrosyl-DNA phosphodiesterase 1; Q9NUW8; recombinant TDP1, AlphaScreen DNA substrate cleavage; Potency, µM (titrated, usually from 130 µM), for inactives: at the highest dose activity change, negative = inhibition, usual class: inhibitors; 0.28% of 350,000 active; note: nearly all actives have a fitted effect of over 40% in size
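Signal: AlphaScreen proximity between streptavidin donor and anti-FITC acceptor beads on intact substrate. Reaction: Tdp1 1 nM, substrate 15 nM final, 5 min RT after 15 min compound preincubation.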
An asterisk follows results filed as active; ? = inconclusive; nt = not tested or not shown; [ ] = another dose, or the depositor's remark. Calls come from the whole dose curve; as a rule, active = well fitted curve in the direction sought with a large enough effect; inconclusive = small, poorly fitted or top-dose-only effect, or another doubt; inactive = no such curve, though single readings can be large; an effect the other way counts as inactive or inconclusive. Unless noted, % is set by controls: 0 for no effect and ±100 for the full control effect; potency is the fitted concentration of half-maximal effect.

FEN1 inh,N370S GC,TDP1 block,smiles
-2%,2%,5%,CCC(=O)NC(Nc1cc(C)cc(C)n1)(C(F)(F)F)C(F)(F)F
nt,11%[12.8 µM],8%[21 µM],COC(=O)[C@H](C)NC(=O)C/C=C\[C@@H](C)[C@H]1C=C[C@H](O)[C@@H](CO)O1
-6%,0%,-9%[0.505 µM],COc1cc(C(=O)COC(=O)C2CCN(c3ccc(C(F)(F)F)cn3)CC2)ccc1OC(F)F
17%,28%,-2%,Cc1ccc(NC(=O)CCC(=O)NNC(=O)NC23CC4CC(CC(C4)C2)C3)cc1C
-5%,-1%,3%,COc1ccc(-c2cc(=O)[nH]c(NCc3ccccc3)n2)cc1
0%,-1%,5%,COc1cccc(NC(=O)COC(=O)c2ccco2)c1
3%,2%,2%,Cc1cc(=O)n2nc(N3CCCC(C(=O)N4CCOCC4)C3)sc2n1 (stereo not given)
7%,-10%,5%,CN(C)S(=O)(=O)c1ccc2nnn(OCC(=O)NC34CC5CC(CC(C5)C3)C4)c2c1
-12%,nt,-1%,Cc1ccc(OC(=O)c2cc(-c3ccc4c(c3)OCCO4)on2)cc1C
15%,-13%,6%,CCO[C@@H]1OC(C(=O)N2CCN(Cc3ccc4c(c3)OCO4)CC2)=C[C@H](C)[C@H]1CCCO
14%,nt,3%,CCN(C[C@H]1N[C@@](Cc2ccccc2)(C(=O)OC)[C@H]2C(=O)N(C)C(=O)[C@@H]12)C(=O)Nc1ccc(C)cc1
-21%,-5%,0%,CCC(C)(C)n1nnnc1CN1CCN(C(c2ccccc2)c2ccccc2)CC1
14%,8%,1%,O=C1CC2CS(=O)(=O)CC2N1c1ccc(Cl)cc1Cl (stereo not given)
-2%,3%,-3%,CCN(c1ccc(F)cc1)S(=O)(=O)c1ccc2[nH]cc(C(=O)NCCCN3CCOCC3)c(=O)c2c1
-21%,-1%,3%,CCOc1ccc(C2c3[nH]c4ccccc4c3CCN2Cc2cn(CC)nc2C)cc1 (stereo not given)
-1%,-17%,4%,O=C(CC1Oc2ccccc2NC1=O)NCCCN1CCOCC1 (stereo not given)
21%,6%,1%,Cc1ccc2c(c1)N(CCCC(=O)NCCCN1CCCC1=O)C(=O)CO2
-16%,0%,8%,COc1ccccc1N(C(=O)c1snc(C(N)=O)c1N)C(C(=O)NC1CCCC1)c1ccc2ncccc2c1 (stereo not given)
5%,-8%,2%,O=C1CCC(=O)N1c1nc2n(n1)C(c1ccccc1)C=C(c1ccc(Br)cc1)N2 (stereo not given)
-4%,3%,8%,CC1CCN(C(=O)c2ccc(-c3ccccc3Cl)o2)CC1

Already shown: 3 of the compounds above.
FEN1 inh,N370S GC,TDP1 block,smiles
-16%,0%,8%,COc1ccccc1N(C(=O)c1snc(C(N)=O)c1N)C(C(=O)NC1CCCC1)c1ccc2ncccc2c1 (stereo not given)
5%,-8%,2%,O=C1CCC(=O)N1c1nc2n(n1)C(c1ccccc1)C=C(c1ccc(Br)cc1)N2 (stereo not given)
-4%,3%,8%,CC1CCN(C(=O)c2ccc(-c3ccccc3Cl)o2)CC1

Back to the main list; the six compounds before the break are reprinted first.
FEN1 inh,N370S GC,TDP1 block,smiles
-21%,-1%,3%,CCOc1ccc(C2c3[nH]c4ccccc4c3CCN2Cc2cn(CC)nc2C)cc1 (stereo not given)
-1%,-17%,4%,O=C(CC1Oc2ccccc2NC1=O)NCCCN1CCOCC1 (stereo not given)
21%,6%,1%,Cc1ccc2c(c1)N(CCCC(=O)NCCCN1CCCC1=O)C(=O)CO2
-16%,0%,8%,COc1ccccc1N(C(=O)c1snc(C(N)=O)c1N)C(C(=O)NC1CCCC1)c1ccc2ncccc2c1 (stereo not given)
5%,-8%,2%,O=C1CCC(=O)N1c1nc2n(n1)C(c1ccccc1)C=C(c1ccc(Br)cc1)N2 (stereo not given)
-4%,3%,8%,CC1CCN(C(=O)c2ccc(-c3ccccc3Cl)o2)CC1
-2%,nt,0%,CCCc1cc(=O)[nH]c(SCC(=O)Nc2cccc(S(=O)(=O)N3CCOCC3)c2)n1
11%,?,4%,CCOC(=O)c1nn(-c2cccc(OC)c2)c2nc(Nc3ccccc3)cc(=O)n12
-18%,nt,7%,COc1cccc(CNC(=O)C(C)n2c(=O)cc(-c3ccccc3)c3c(C)nn(C)c32)c1 (stereo not given)
-12%,1%,-14%,CC(=O)Nc1cccc(NC(=O)CSc2ccc(-c3ccco3)nn2)c1
-1%,21%,-6%,Cc1ccccc1NC(=O)c1ccc(-c2ccc(Cl)cc2Cl)o1
-1%,-5%,15%,Cc1cc2ncn(-c3ncccc3[N+](=O)[O-])c2cc1C
-9%,21%,5%,COc1ccccc1C(=O)NCC(=O)OCC(=O)Nc1cccc(S(=O)(=O)N2CCCCCC2)c1
-3%,5%,3%,CCCCOc1ccc(NS(=O)(=O)c2ccc(-n3cnnn3)cc2)cc1
-4%,nt,1%,O=C(NCCCN1CCCC1=O)C1CCN(S(=O)(=O)c2ccc(Cl)cc2)CC1
16%,9%,nt,Cc1ccc(-c2csc3nc(-c4ccncc4)[nH]c(=O)c23)cc1
-7%,2%,-2%,COC(=O)C1C(O)=C(C=Nc2ccc(N)cc2)C(=O)CC1(C)C (stereo not given)
-2%,nt,0%,CSCCC(NC(=O)c1ccco1)C(=O)NC1CCC(C)CC1 (stereo not given)
5%,-8%,-1%,COC(=O)[C@H](C)NC(=O)NC1CCN(Cc2ccccc2)CC1
0%,11%,0%,COc1ccc(CC(=S)N2CCOCC2)cc1
4%,7%,-3%,COCCNC(=O)CSc1ncnc2sc(-c3ccccc3)cc12
0%,-1%,4%,CCOC(=O)N1CCN(S(=O)(=O)c2cc(OCC)ccc2OCC)CC1
18%,7%,-8%,Cc1c(NC2(C#N)CCCC2)c(=O)n(-c2ccccc2)n1C
-2%,nt,-1%,COc1cccc(-c2nc(CS(=O)(=O)CC(=O)Nc3c(C)cc(C)cc3C)c(C)o2)c1
nt,4%,8%,CC(=O)OC/C=C(\C)CC/C=C(\C)CC/C=C(\C)CC/C=C(\C)CC/C=C(\C)CC/C=C(\C)CC/C=C(\C)CC/C=C(\C)CCC=C(C)C
0%,2%,-2%,CC(=O)c1c(N2CCCCC2)nc(=S)n(-c2ccccc2)c1C
-1%,-5%,6%,Cc1ccc(-c2nnc(CCC(=O)NCc3csc(C)n3)o2)s1
42%[activator],5%,4%,COc1ccc(CCN(C)CCC(=O)Nc2cccc(C)c2)cc1OC
-5%,-2%,-15%,CCN(CC)S(=O)(=O)c1ccc(C(=O)OCC(=O)NCc2ccco2)cc1
1%,-11%,6%,COC(=O)C1CCN(C(=O)Nc2ccc(OC)cc2)CC1
6%,15%,3%,CCCCc1nc2sc3c(SCC(=O)NCc4ccco4)ncnc3c2c2c1CCC2
-12%,-5%,-8%,CC/C(=N\NC(=O)OC)c1ccc(OC(F)F)cc1
5%,10%,4%,O=S(=O)(NCCSc1ccccn1)c1ccc(Br)cc1
20%,nt,-1%,CCCN(CCC)C(=O)C1CCCN(c2ncnc3onc(-c4ccc(F)cc4)c23)C1 (stereo not given)
-8%,2%,4%,CC1(C)CCCC2=C1CC1C(=O)N(O)C(=O)C1C2 (stereo not given)
4%,-4%,0%,CCOc1ccc(NS(=O)(=O)c2cnc(Cl)c(Cl)c2)cc1
5%,3%,4%,CC(CC(=O)Nc1ccncc1)c1ccccc1 (stereo not given)
-2%,6%,5%,CC(Sc1nnc(-c2cccs2)n1-c1ccccc1)C(=O)NCc1ccco1 (stereo not given)
15%,nt,2%,Clc1ccccc1-c1nnc(-c2ccccc2CNc2ccccc2)o1
nt,0%,8%,CNC(=O)c1c(NC(=O)c2ccc(S(=O)(=O)N3CCCC3)cc2)sc2c1CCN(C(C)C)C2
-8%,nt,0%[56.1 µM],O=C(NCc1ccccn1)c1cccc(S(=O)(=O)N2CCCCC2)c1
?,-5%,-13%,Cc1ccc(NC(=O)CCc2nc3sc4c(c3c(=O)[nH]2)CCCC4)nc1
-3%,-3%,2%,COc1cccc(C(=O)N2CCC(O)(c3cccnc3)CC2)c1
4%,-4%,2%,CCC(=O)c1ccc(OCC(=O)OCC(=O)NCCCc2ccccc2)cc1
5%,3%,5%,O=C(COc1ccc2ccccc2c1)NNC(=O)c1cccs1
-9%,-14%,6%,OC(CNCc1ccco1)Cn1c2ccc(Br)cc2c2cc(Br)ccc21 (stereo not given)

As entered above:
Result of COc1cccc(C(=O)N2CCC(O)(c3cccnc3)CC2)c1 under N370S GC: -3%
Result of O=C(COc1ccc2ccccc2c1)NNC(=O)c1cccs1 under TDP1 block: 5%
Result of O=C(NCc1ccccn1)c1cccc(S(=O)(=O)N2CCCCC2)c1 under FEN1 inh: -8%
Result of CCOc1ccc(NS(=O)(=O)c2cnc(Cl)c(Cl)c2)cc1 under FEN1 inh: 4%
Result of Cc1ccc(NC(=O)CCc2nc3sc4c(c3c(=O)[nH]2)CCCC4)nc1 under TDP1 block: -13%

The main list resumes, starting 2 compounds before the break.
FEN1 inh,N370S GC,TDP1 block,smiles
5%,3%,5%,O=C(COc1ccc2ccccc2c1)NNC(=O)c1cccs1
-9%,-14%,6%,OC(CNCc1ccco1)Cn1c2ccc(Br)cc2c2cc(Br)ccc21 (stereo not given)
-15%,?,2%,COc1cc(C(=O)N(CCCO)Cc2cc3ccc(C)c(C)c3[nH]c2=O)cc(OC)c1OC
-20%,-5%,5%,Oc1ccc(-c2csc(-c3cccnc3)n2)c(O)c1
-16%,6%,2%,Cc1cc(C)cc(C(=O)NCC(=O)OCc2cc([N+](=O)[O-])cc3c2OCOC3)c1
-2%,26%,-2%,CCOC(=O)C1=C(C)NC(C)=C(C(=O)OCC)C1c1cc2ccc(C)cc2[nH]c1=O
13%,-13%,nt,CCCOc1ccc(C(CC(=O)O)NC(=O)Cc2ccccc2)cc1 (stereo not given)
-17%,-2%,0%,Cc1cc(C(F)(F)F)n(-c2nc(C(=O)O)cs2)n1
-5%,11%,3%,O=C1CN(C(=O)COc2ccc(Br)cc2F)c2ccccc2N1
12%,-2%,0%,COc1ccc(-n2c(CNC(=O)c3cc(OC)c(OC)c(OC)c3)n[nH]c2=S)cc1
21%,1%,nt,Cc1c(NC(=O)Nc2ccccc2Cl)c(=O)n(-c2ccccc2)n1C
-1%,5%,-3%,COC(=O)/C(=N/Nc1ccccc1C)Sc1nnc(C(O)c2ccccc2)n1-c1ccccc1 (stereo not given)
17%,nt,6%,CCC(=O)N1CCc2cc(OC)c(OC)cc2C1COc1ccc2c(C)cc(=O)oc2c1 (stereo not given)
-18%,20%,10%,CNC(=S)N/N=C1\C(=O)c2cccc3cccc1c23
-3%,-1%,-2%,CC(Sc1ccc(Cl)cc1)C(=O)NCc1cccnc1 (stereo not given)
6%,-5%,2%,CN(C)CCCN1C(=O)C(O)=C(C(=O)c2cc3ccccc3o2)C1c1ccccc1 (stereo not given)
5%,2%,nt,Cc1c[nH]c(=O)c([N+](=O)[O-])c1
3%,10%,5%,CCOC(=O)c1nn(-c2ccc(C)cc2)c2nc(Nc3ccccc3)cc(=O)n12
3%,1%,nt,C/C(N)=C(/C#N)C(=O)CN1C(=O)NC(Cc2c[nH]c3ccccc23)C1=O (stereo not given)
